DAX1 inh-1 = blocks DAX1 repression of SF-1 activated StAR promoter. HEK293T StAR-luciferase reporter, SF-1/DAX-1 repression relief. inhibition, % at 6.8 µM. 370,000 tested, 1.1% active. AID 652010;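 active = inhibition above the mean over all tested compounds plus 3 SD, cut at about 3.6% in these data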;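 note: 0% = DAX-1 cells with DMSO and 100% = cells lacking DAX-1 with DMSO; higher inhibition means more luminescence from relief of DAX-1 repression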
PLCg1 inh = PLC-gamma1 (human) inhibition, primary screen | P19174 | inhibition, % at 12.2 µM | AID 720700 | purified PLC-gamma1, fluorogenic substrate, fluorescence | 370,000 tested, 0.84% active; in the data active = inhibition above about 9.5%
ssDAF-12 act = S. stercoralis DAF-12 activation, primary screen; AID 652126; activation, % at 6.8 µM; HEK293 ssDAF-12/GRIP1 lit1-tk-luc reporter, luminescence; % of 3 µM dafachronic acid response; 370,000 tested, 1% active;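 active = activation above the mean over all tested compounds plus 3 SD, cut at about 0.9% in these data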;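 note: 0% = DMSO-only wells and 100% = 3 µM delta7-dafachronic acid wells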
ADAM17 inh = ADAM17 inhibition, QFRET primary screen; P78536; recombinant ADAM17, EDANS/DABCYL FRET peptide cleavage; inhibition, % at 6.95 µM; 370,000 tested, 0.83% active; AID 720648;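 active = inhibition above the mean of compounds lying between control limits plus 3 SD, set per campaign, cut at about 8.5% in these data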;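 note: 0% = DMSO-only wells as the low control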
Target sequence (P78536 215-824 limits assumed): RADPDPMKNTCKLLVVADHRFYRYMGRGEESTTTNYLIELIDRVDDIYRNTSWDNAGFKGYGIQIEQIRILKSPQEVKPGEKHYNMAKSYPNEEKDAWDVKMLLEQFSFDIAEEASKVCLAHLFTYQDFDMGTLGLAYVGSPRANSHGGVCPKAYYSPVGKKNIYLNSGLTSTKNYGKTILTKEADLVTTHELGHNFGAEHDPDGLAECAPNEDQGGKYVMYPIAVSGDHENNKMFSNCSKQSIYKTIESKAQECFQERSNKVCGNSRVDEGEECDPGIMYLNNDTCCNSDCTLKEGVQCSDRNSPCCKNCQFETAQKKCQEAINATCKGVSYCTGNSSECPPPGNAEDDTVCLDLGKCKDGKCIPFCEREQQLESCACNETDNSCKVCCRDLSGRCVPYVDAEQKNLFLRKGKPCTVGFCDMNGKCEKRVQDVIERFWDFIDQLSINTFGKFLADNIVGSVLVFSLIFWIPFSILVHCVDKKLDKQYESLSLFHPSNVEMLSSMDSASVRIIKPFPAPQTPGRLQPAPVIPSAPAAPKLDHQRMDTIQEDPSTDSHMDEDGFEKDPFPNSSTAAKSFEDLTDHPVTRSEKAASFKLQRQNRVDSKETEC
sPLA2-III inh = Inhibits HGIII-sPLA2 liposome hydrolysis, primary screen; AID 743126; QFRET BODIPY PC-A2 liposome hydrolysis, fluorescence; Q9NZ20; 370,000 tested, 0.56% active; inhibition, % at 12.2 µM;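 active = inhibition above mean plus 3 SD of compounds lying within the high and low control bounds, cut at about 19% in these data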;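 note: 0% = median of test compound wells and 100% = no enzyme DMSO wells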
Target sequence (Q9NZ20 whole entry, looked up): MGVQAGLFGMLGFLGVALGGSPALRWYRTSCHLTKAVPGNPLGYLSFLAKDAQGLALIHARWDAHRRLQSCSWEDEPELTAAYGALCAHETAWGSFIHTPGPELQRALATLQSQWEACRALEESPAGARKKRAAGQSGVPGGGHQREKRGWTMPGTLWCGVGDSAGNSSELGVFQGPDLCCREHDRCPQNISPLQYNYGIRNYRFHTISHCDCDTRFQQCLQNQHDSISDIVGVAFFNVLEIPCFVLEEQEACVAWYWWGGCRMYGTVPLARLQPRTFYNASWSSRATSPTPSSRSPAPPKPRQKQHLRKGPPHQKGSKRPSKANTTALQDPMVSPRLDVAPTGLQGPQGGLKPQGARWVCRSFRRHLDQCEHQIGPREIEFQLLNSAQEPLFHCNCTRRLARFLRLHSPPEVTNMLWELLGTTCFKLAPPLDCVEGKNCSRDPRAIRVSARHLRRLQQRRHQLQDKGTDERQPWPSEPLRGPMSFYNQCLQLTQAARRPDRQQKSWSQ
DAX1 inh-2 = NR0B1 (DAX1) inhibition; P51843; HEK293 Gal4-DAX1 luciferase reporter, luminescence; inhibition, % at 6.75 µM; 340,000 tested, 0.99% active; AID 504766;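 active = inhibition above the mean over all tested compounds plus 3 SD, cut at about 4.2% in these data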;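 note: 0% = DAX1-transfected cells with DMSO and 100% = empty-vector control cells with DMSO; inhibition shows as a rise in luminescence from relieved DAX1 repression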
PLC-beta3 inh = blocks human PLC-beta3 enzyme activity. inhibition, % at 12.2 µM. Q01970. 370,000 tested, 0.18% active. Purified PLC-beta3, fluorogenic substrate, fluorescence. AID 720704; in the data active = inhibition above about 11%;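 note: 0% = median of compound wells on plate and 100% = full blocker control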
hgDAF12 agonist = hgDAF-12 agonism, primary luciferase screen | HEK293 GAL4-hgDAF12 UAS-luciferase reporter, agonist luminescence; normalized to butyrate control | activation, % at 6.8 µM | 370,000 tested, 1.8% active;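 active = activation above a cutoff set at the mean of all screened compounds plus 3 SD, cut at about 10% in these data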;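 note: 0% = DMSO wells and 100% = sodium butyrate wells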
ADAM10 inh = ADAM10 inhibition, QFRET primary screen; inhibition, % at 7 µM; O14672; recombinant ADAM10, EDANS/DABCYL FRET peptide cleavage, 3 h; 370,000 tested, 0.62% active;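 active = inhibition above a per-campaign cutoff equal to the mean of compounds falling between control-based bounds plus 3 SD, cut at about 20% in these data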;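 note: 0% = DMSO wells while the 100% control is not disclosed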
hcDAF12 agonist = activators of H. contortus DAF-12 nuclear receptor; HEK293 hcDAF-12 lit1-tk-luc reporter, luminescence; 0% DMSO, 100% Δ7-dafachronic acid; activation, % at 6.8 µM; 370,000 tested, 1.4% active; AID 652067;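 active = activation above the mean of all tested compounds plus 3 SD, cut at about 5.5% in these data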;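 note: 100% = response to 3 µM Δ7-dafachronic acid high control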
FXN GAA850 act = increases GAA850 frataxin promoter reporter activity | HEK293 lucGAA850 FXN promoter luciferase reporter, 24 h; percent of 10 µM SAHA response | activation, % at 6 µM | 360,000 tested, 0.56% active | AID 540364;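 active = activation above the average of all compounds screened plus 3 SD, cutoff fixed separately per campaign, cut at about 7.5% in these data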;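 note: 0% = DMSO wells and 100% = 10 µM SAHA wells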
* marks the source's active call; other numbers are inactive results; i = inactive; · = no result given; & = joins results of further samples; ! = not confirmed by another sample. Only part of the results is shown (hit frequency here may not be typical).

SMILES | DAX1 inh-1 | PLCg1 inh | ssDAF-12 act | ADAM17 inh | sPLA2-III inh | DAX1 inh-2 | PLC-beta3 inh | hgDAF12 agonist | ADAM10 inh | hcDAF12 agonist | FXN GAA850 act
CCOC(=O)c1ccccc1C(=O)OCC | -0.7 | 0 | -0.9 | -5 | 1 | 1.2 | 1 | 1.6 | -9 | 0.5 | -0.6
CCC(=NCCO)c1c(O)n(-c2ccccc2)c(=O)[nH]c1=O | -0.2 | 2 | -1.2 | -6 | 4 | 0.2 | 3 | 8.7 | -3 | -1.8 | -1.6
O=C(O)c1c[nH]c2ccc(S(=O)(=O)N(CCCl)CCCl)cc12 | -0.7 | 0 | -1.4 | -1 | 1 | 2.6 | 2 | -2.1 | 2 | 0.5 | -2.9
O=C1NC(=O)C(=Cc2cc3c(cc2[N+](=O)[O-])OCO3)C(=O)N1 | 0.0 | -27 | -1.9 | -14 | -1 | 1.5 | -49 | -2.0 | -49 | -1.1 | 2.4
N#C/C(=C\c1ccc(O)cc1)C(=O)O | 0.4&0.4 | 4&3 | -1.4&-1.5 | -6&2 | 8&4 | -0.7 | 0&6 | 2.3&0.6 | -2&10 | -1.9&-1.3 | -0.4&-3.7
CCn1c(C)c(C(=O)Nc2ccc(OC)cc2)c2cc(OC)ccc21 | 0.2 | 1 | -1.4 | 1 | 1 | 3.2 | 5 | 1.0 | 1 | 0.3 | 1.2
COc1ccc(C(=O)Oc2cccc3cccnc23)cc1S(=O)(=O)N1CCOCC1 | 2.9 | 1 | -1.6 | -2 | 2 | 0.3 | 3 | -0.2 | 7 | 0.3 | 1.3
CCOC(=O)[C@@H]1[C@H]2COc3ccc(Br)cc3[C@H]2N2C(=O)N(c3cccc(C)c3)C(=O)[C@]12C | -0.1 | -1 | -1.3 | 9.3* | -10 | 0.4 | -1 | 0.5 | 23* | 0.1 | -1.6
O=C(/C=C/c1ccc2c(c1)OCO2)c1c(O)n(CCC2=CCCCC2)c(=O)[nH]c1=O | -0.4 | -3 | -0.7 | -1 | -5 | 0.2 | -8 | 0.8 | -6 | -2.4 | 1.6
O=C(Nc1ccccc1)c1c(O)[nH]c(=S)[nH]c1=O | 0.7 | -1 | -1.0 | -2 | -7 | 1.3 | 2 | 1.6 | 5 | -0.8 | 0.2
CCCN1CCC[C@@H]2Cc3nc(N)ncc3C[C@H]21 | -0.8 | 0 | -1.4 | -6 | -2 | · | -1 | 8.3 | -10 | -0.4 | ·
Cc1nc2ccccc2c(=O)n1-c1ccc(Br)cc1[N+](=O)[O-] | -0.4 | 0 | -0.3 | -1 | 0 | 1.5 | 4 | -1.9 | -4 | -2.5 | 0.3
O=S(=O)(c1cc(Cl)cc(Cl)c1)N1Cc2cc(N3CCOCC3)ccc2-n2nncc2C1 | 1.1 | 1 | -1.5 | -3 | 12 | · | -3 | -1.2 | -6 | -2.3 | ·
COC(=O)C1=C(c2cc3ccccc3s2)C[C@@H]2CC[C@H]1N2C(=O)NCCCOC(C)C | -0.8 | 2 | -1.7 | 0 | -6 | 0.3 | -1 | -1.2 | 4 | -2.8 | -0.4
Cc1ccsc1C(=O)C1CCCN(Cc2cnn(C)c2)C1 (centres undefined) | -0.5 | 1 | -1.0 | -3 | 7 | -1.2 | 0 | -3.9 | -6 | 0.2 | 1.4
CCC(=NCc1ccc(F)cc1)c1c(O)n(C)c(=O)n(C)c1=O | -1.8 | -2 | -2.0 | -3 | 2 | -4.2 | -8 | -3.8 | 3 | -2.2 | -2.2
CC(C)(C)NC(=O)C1CC2CCCCC2CN1 (centres undefined) | 0.0 | -1 | -1.2 | -2 | 1 | -0.5 | 1 | 0.0 | -1 | -1.1 | 0.2
Cc1c(Oc2cc(NN3CCCCC3)c([N+](=O)[O-])cc2[N+](=O)[O-])cccc1[N+](=O)[O-] | 0.1 | 1 | -1.2 | -2 | 3 | 1.0 | 0 | 0.5 | -8 | -1.1 | -0.8
COc1ccc(CCC(C)NCCc2ccccc2)cc1 (centres undefined) | 0.0 | 1 | -0.5 | -2 | 6 | -0.2 | 1 | 0.2 | -5 | -0.8 | 0.9
CC/C(=N\Nc1ccccc1)c1c(O)n(-c2ccc(OC)cc2)c(=O)[nH]c1=O | 0.3 | -7 | -0.9 | -7 | -12 | -0.3 | -20 | 1.1 | -2 | 0.4 | 0.1

Looked up above:
PLC-beta3 inh result of `COC(=O)C1=C(c2cc3ccccc3s2)C[C@@H]2CC[C@H]1N2C(=O)NCCCOC(C)C` reads -1
DAX1 inh-1 result of `N#C/C(=C\c1ccc(O)cc1)C(=O)O` reads 0.4&0.4

The listing continues:
SMILES | DAX1 inh-1 | PLCg1 inh | ssDAF-12 act | ADAM17 inh | sPLA2-III inh | DAX1 inh-2 | PLC-beta3 inh | hgDAF12 agonist | ADAM10 inh | hcDAF12 agonist | FXN GAA850 act
CC(C)N1C(=O)NC(=O)C2(Cc3cc([N+](=O)[O-])ccc3N(C)C2c2ccccc2)C1=O (centres undefined) | -0.7 | 6 | -1.6 | 1 | 2 | -1.0 | 2 | -2.4 | 1 | -1.0 | -8.0
CCCc1[nH]nc2c1C1(C(=O)N(CC(N)=O)c3ccccc31)C(C(=O)OC)=C(N)O2 (centres undefined) | 0.4 | 3 | -0.7 | 3 | 6 | 0.2 | 2 | -1.0 | 3 | -0.4 | 1.1
COC(=O)C1=C(c2cccc(OC)c2OC)C[C@@H]2CC[C@H]1N2C(=O)N1CCC(O)CC1 | 0.2 | 3 | -0.5 | 1 | 6 | 1.8 | 4 | 0.5 | 4 | 1.4 | 1.1
CC(C)CCOC(=O)c1c(N)n(CC2CCCO2)c2nc3ccccc3nc12 (centres undefined) | -1.0 | i | -1.2 | i | -4 | -0.6 | i | -4.0 | i | -1.2 | -0.7
COc1ccc(CCC(=O)N2CCC3(CC2)OCCO3)cc1 | 0.3 | 1 | -1.3 | 0 | 4 | 0.9 | 0 | 0.3 | -7 | -1.1 | 4.3
CC12CCCCC1=NC(c1ccc(Br)cc1)N2O (centres undefined) | -0.4 | 2 | -1.9 | -2 | -1 | 1.8 | 3 | 0.4 | 2 | 0.8 | 0.7
COc1ccc(C(=O)C2CCCN(CCc3ccccc3)C2)cc1OC (centres undefined) | 6.3* | 0 | 0.1 | 3 | 2 | · | -3 | 1.4 | -5 | 2.8 | 2.4
Cc1nc2ccccc2c(=O)n1-c1ccc(F)cc1 | 0.1 | 0 | -1.9 | -4 | 10 | -0.2 | -1 | -1.1 | -1 | -1.8 | 1.4
COc1ccccc1N1CCN(Cc2ccccc2F)CC1 | -0.6 | 1 | -0.8 | -1 | 4 | 3.9 | 4 | 2.0 | -2 | -0.8 | -2.2
Fc1cccc(F)c1CN1CCN(c2ccc(Cl)cc2)CC1 | -0.3 | -4 | -1.1 | -2 | 6 | 3.3 | -7 | 0.4 | -4 | 1.9 | -0.3
Fc1ccccc1CCNCc1ccccc1 | 0.2 | -1 | -1.6 | -4 | -1 | -0.4 | 0 | 1.3 | -6 | 0.0 | 2.6
S=C1CN=C(c2ccccc2)c2cc(Cl)ccc2N1 | -0.2 | 5 | -0.7 | 2 | 2 | 0.1 | 5 | -1.8 | 5 | -1.0 | -0.8
Clc1ccc(CNCCc2ccc3c(c2)OCO3)cc1 | -0.2 | 4 | -1.2 | 0 | 2 | 1.4 | -3 | 5.2 | 6 | 0.8 | 0.9
Cc1cccc(N2C(=O)NC(=O)/C(=C/c3cc4c(cc3[N+](=O)[O-])OCO4)C2=O)c1 | 0.4 | -75 | -1.5 | -22 | 1 | 0.5 | -107 | -0.1 | -71 | -1.1 | 3.6
COc1ccc(CC(C)NCCc2ccc(OC)c(OC)c2)cc1 (centres undefined) | -0.1 | 8 | -0.4 | -1 | 1 | -0.3 | 5 | -2.1 | 8 | 3.5 | 1.3
O=c1[nH]c(=S)[nH]c(O)c1/C=C1/C=c2ccccc2=N1 | 0.1 | 0 | 0.0 | -6 | 12 | 2.7 | -4 | 3.4 | -8 | 5.8* | 1.6
NC(=O)c1ccc(N=Cc2c(O)n(Cc3ccco3)c(=O)[nH]c2=O)cc1 | -0.4 | -3 | -1.0 | -4 | -5 | 1.1 | -13 | 6.8 | -5 | -1.2 | 2.0
CC(Cc1ccccc1)NC(=O)CN1CCCC1=O (centres undefined) | -0.4 | 1 | -1.5 | -5 | 3 | 1.1 | -1 | -0.4 | -4 | -0.9 | 0.3
OC(CNC1CCCCC1)C(F)(F)F (centres undefined) | -0.8 | 1 | -1.1 | 1 | 3 | 0.1 | 3 | -2.3 | -4 | -0.8 | 1.3
COc1ccc(C(=O)OC2C[C@H]3CC[C@H](C2)N3C)cc1OC (some centres undefined) | 0.4 | 3 | -0.4 | 1 | 2 | -0.6 | 1 | -0.8 | 4 | -1.2 | 0.1
C#C[C@]1(O)CCC2C3C(=O)C=C4C(Cl)=CCC[C@]4(C)C3CC[C@@]21C (some centres undefined) | -0.3 | -5 | -0.7 | 1 | 0 | -0.8 | 0 | -3.6 | 5 | -1.5 | -1.4
CCOC(=O)C1=C(N)Oc2cc(C)oc(=O)c2C12C(=O)N1c3c(cccc32)C(C)=CC1(C)C (centres undefined) | -0.6 | -1 | -1.6 | 0 | -1 | 0.0 | -4 | 2.3 | -3 | -2.6 | -1.7
C/C(=N\Nc1ccccc1)c1c(O)n(Cc2ccccc2)c(=O)[nH]c1=O | 0.1 | -8 | -0.8 | 6 | -11 | -0.8 | -7 | 1.0 | 7 | -0.5 | -1.1
O=C(CN1CCCC1=O)Nc1ccccc1 | 1.5 | 3 | -0.9 | -1 | 6 | 1.0 | 3 | -1.8 | 6 | -1.8 | -0.2
O=C(NCC(c1cccnc1)N1CCN(c2ccccc2)CC1)Oc1ccccc1 (centres undefined) | -0.1 | 4 | -1.4 | -1 | -6 | -1.0 | 2 | -0.3 | 1 | 0.0 | -1.0
COc1cc(CC(C)N)c(OC)cc1I (centres undefined) | -0.4&0.5 | -1&3 | -2.0&-1.4 | -4&3 | 24*! | 0.2 | 3&-4 | -4.9&0.9 | -7&-16 | -1.9&-0.5 | -0.8
CC(NCc1cccc(Cl)c1Cl)C(O)c1ccccc1 (centres undefined) | 0.5 | -1 | -0.9 | -1 | -5 | 0.7 | 2 | 0.4 | -3 | -1.9 | 3.3
O=c1[nH]c(=O)n(-c2ccc(Br)cc2)c(O)c1C=NC(CO)(CO)CO | 1.2 | 1 | -1.2 | 0 | -4 | · | -9 | -1.6 | 5 | 1.3 | -0.1
CN1C(=O)C(=CN2CCN(C(=O)c3ccco3)CC2)C(=O)N(C)C1=S | 0.1 | 0 | -1.5 | -1 | -7 | -0.2 | -2 | 2.3 | -3 | 4.3 | 2.0
CCC(=Nc1ccc2c(c1)CCC2)c1c(O)n(-c2ccc(OC)cc2)c(=O)[nH]c1=O | 0.1 | -3 | -1.7 | -2 | 6 | 0.1 | -14 | -0.7 | -5 | -0.5 | 0.7
CC(=O)Nc1ccccc1C(=O)OCc1cccc(F)c1 | 2.2 | -3 | -0.6 | -4 | 2 | -0.4 | -11 | 9.4 | -5 | 2.0 | 4.0
